# thrombin 1536: human alpha-thrombin inhibitors, primary screen, counter-screen for coagulation protease inhibitor project, biochemical, 1536-well, fluorogenic AMC substrate; Boc-VPR-AMC fluorogenic substrate cleavage; inhibition, % at 5 µM; 220,000 tested, 0.26% active; AID 1046, 2008;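 active = inhibition at or above 40%; inactive = inhibition below 40%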;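 note: 0% = enzyme with no compound and 100% = wells without enzyme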
#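 Material: human alpha-thrombin enzyme / Medium: pH 7.5 Tris (50 mM) with NaCl 150 mM, Tween 20 0.05% / Compound: single-point dosing at 5 µM, 0.2% DMSO / Incubation: enzyme reaction carried out at room temperature / Detection: AMC fluorescence, 355/460 nm / Read-out basis: percent inhibition scaled between no-compound controls and no-enzyme blanks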
# PERK inh: block of dimerizer-induced PERK translation repression, primary screen, PERK inhibitor project, CHO PERK-DD cells, SEAP luminescence, HTS; CHO PERK-DD fusion, SEAP luminescence translation reporter; 220,000 tested, 0.17% active; inhibition, % at 5.6 µM;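 active = inhibition above the mean inhibition of all tested compounds plus 3 SD, set separately per screening campaign, cut at about 2.9% in these data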;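 note: PERK kinase domain activated by AP20187 dimerizer at 100 nM; 0% = DMSO with dimerizer and 100% = rapamycin at 8.4 µM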
# FXIa inh: human FXIa protease inhibitors, primary screen, biochemical, 1536-well; inhibition, % at 5 µM; AID 798, 2007; purified FXIa, Boc-Glu-Ala-Arg-AMC fluorogenic substrate; 220,000 tested, 0.14% active; Coagulation factor XI (Homo sapiens), P03951;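 active = inhibition of at least 40%; inactive = inhibition below 40%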;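 note: fluorescence of freed AMC excited at 355 nm; 0% = enzyme without compound and 100% = no enzyme blank; many of its hits are not listed in these tables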
# FXIIa inh: human FXIIa protease inhibitors, primary screen, biochemical, 1536-well. 220,000 tested, 0.3% active. inhibition, % at 5 µM. purified FXIIa, Boc-QGR-AMC fluorogenic substrate, 2 h. AID 800, 2007; in the data active = inhibition above about 40%;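 note: 0% = enzyme with no compound and 100% = blank without enzyme; many of its hits are not listed in these tables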
# p97 ATPase inh: inhibitors of human p97 ATPase, primary screen, biochemical; Transitional endoplasmic reticulum ATPase (Homo sapiens), P55072; recombinant p97 ATPase, Kinase-Glo ATP luminescence, 3 h; inhibition, % at 8 µM; 220,000 tested, 0.42% active; AID 1481, 2009; in the data active = inhibition above about 15%;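 note: 0% = DMSO vehicle and 100% = wells lacking enzyme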
# Wee1 stabilizer: Wee1 degradation inhibitors, primary screen, cell-based, HeLa, Wee1K328M-luciferase, luminescence; HeLa Luc-Wee1K328M stability; 100% = proteasome inhibitor MG132 effect; AID 1321, 2008; reporter increase, % at 5 µM; 220,000 tested, 1.2% active; Wee1-like protein kinase (Homo sapiens), P30291;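 active = activation above the mean of all tested compounds plus 3 SD, set per screening run, cut at about 8.8% in these data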;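 note: cells exposed to compound for 20 h before luminescence read; 0% = DMSO alone and 100% = MG132 at 30 µM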
# Furin inh: human furin inhibitors, primary screen, biochemical, fluorescence intensity; P09958; inhibition, % at 30 µM; AID 463115, 2010; 220,000 tested, 0.061% active; purified furin, fluorogenic substrate cleavage; in the data active = inhibition above about 25%; note: inactives centre near -15
# Target sequence (P09958 108-714 limits assumed): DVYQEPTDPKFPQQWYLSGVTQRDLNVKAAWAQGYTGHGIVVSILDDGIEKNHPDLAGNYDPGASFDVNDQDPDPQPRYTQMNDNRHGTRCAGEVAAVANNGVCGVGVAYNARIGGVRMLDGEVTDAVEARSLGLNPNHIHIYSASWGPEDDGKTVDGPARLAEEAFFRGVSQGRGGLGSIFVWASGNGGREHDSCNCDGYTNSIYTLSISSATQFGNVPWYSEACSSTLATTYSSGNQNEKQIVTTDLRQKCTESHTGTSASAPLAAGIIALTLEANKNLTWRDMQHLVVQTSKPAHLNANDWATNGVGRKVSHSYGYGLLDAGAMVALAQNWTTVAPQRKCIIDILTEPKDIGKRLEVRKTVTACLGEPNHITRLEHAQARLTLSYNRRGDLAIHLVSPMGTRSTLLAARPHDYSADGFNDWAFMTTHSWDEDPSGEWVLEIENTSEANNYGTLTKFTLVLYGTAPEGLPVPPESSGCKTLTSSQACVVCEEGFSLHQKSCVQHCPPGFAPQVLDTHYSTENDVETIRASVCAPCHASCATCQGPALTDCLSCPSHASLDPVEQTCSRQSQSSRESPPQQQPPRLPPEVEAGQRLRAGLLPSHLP
# hK5 inh: human KLK5 protease inhibitors, primary screen, biochemical, 1536-well; Kallikrein-5 (Homo sapiens), Q9Y337; recombinant hK5, fluorogenic AMC substrate cleavage; inhibition, % at 5 µM; 210,000 tested, 0.59% active; AID 873, 2007;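 active = inhibition of 40% or more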;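 note: 0% = enzyme controls without compound and 100% = no-enzyme blanks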
# Target sequence (Q9Y337 67-293 limits assumed): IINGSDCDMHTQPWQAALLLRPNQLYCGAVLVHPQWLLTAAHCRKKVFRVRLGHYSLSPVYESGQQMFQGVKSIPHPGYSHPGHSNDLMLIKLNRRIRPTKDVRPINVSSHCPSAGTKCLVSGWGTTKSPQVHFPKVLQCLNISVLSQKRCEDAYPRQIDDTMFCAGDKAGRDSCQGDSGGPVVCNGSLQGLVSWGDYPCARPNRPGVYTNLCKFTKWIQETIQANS
# KCC2 mod: KCC2 cotransporter modulators, thallium flux, primary screen, cell-based, HEK293 KCC2, FluoZin-2 fluorescence, MLSMR; KCC2 cells, thallium flux FluoZin-2 fluorescence; 190,000 tested, 2.2% active; B-score of Tl+ flux slope (higher = more flux/activation; lower = inhibition) at 10 µM; AID 1456, 2008; Solute carrier family 12 member 5 (Homo sapiens), Q9H2X9;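 active = thallium flux slope and its plate-corrected score both differing from the plate sample mean at a set confidence after two filtering rounds, in either direction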;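 note: slope of fluorescence scaled to starting intensity during 10 to 20 s after thallium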
# * marks the source's active call; other numbers are inactive results; / = no result given; [ ] = dose if it differs, or a comment.
SMILES,thrombin 1536,PERK inh,FXIa inh,FXIIa inh,p97 ATPase inh,Wee1 stabilizer,Furin inh,hK5 inh,KCC2 mod
COC(=O)C1=Nc2ccccc2/C1=C\c1c(O)n(-c2ccc(OC)cc2)c(=O)[nH]c1=O,-4,0.6,4,17,4,2,-9,3,-0.12
C[C@H]1CCCC(=O)CCC/C=C/c2cc(O)cc(O)c2C(=O)O1,-6,-0.3,-16,-17,10,1,-20[20 µM],-7,/
O=c1[nH]c(=O)n(Cc2ccc(F)cc2)c(O)c1C=NCCCn1ccnc1,-6,0.3,-5,12,3,0,-27[20 µM],21,-0.61
O=C1NC(=O)C(=Cc2coc3ccccc3c2=O)C(=O)N1,-7,0.1,0,12,2,2,-19,2,-4.1*
CCOc1ccccc1NC(=O)N1CCC2(CC1)OCCO2,-10,0.4,-1,2,7,1,-19,0,-0.094
CCOC(=O)c1c(C)n(Cc2ccccc2)c2ccc(OCC(O)Cn3nc(C)nc3C)cc12 (stereo unspecified),-4,-0.3,-7,4,-4,-1,-6,1,0.048
CCOC(=O)C1SC2(C(F)(F)F)CC1(O)c1c(C)cc(C)nc1O2 (stereo unspecified),-3,0.0,-3,10,1,5,-17[20 µM],-1,-0.46
CCOC(=O)C1=C(N)Oc2ccccc2C12C(=O)N(CC(=O)OC)C(CC(=O)OC)=C2C(=O)OC (stereo unspecified),-5,-0.1,-6,5,-1,-2,-12[20 µM],-26,0.021
CC(C)Oc1ccc(C2(C#N)CC[N+](C)(C)CC2)cc1,1,1.2,5,10,5,1,-15,-19,1.7
O=c1[nH]c(=S)n(Cc2ccco2)c(O)c1C=NCc1cccs1,-4,0.1,-12,8,4,-2,-27[20 µM],-42,-3.2*
Cc1ccc2c(c1)CC1(CN2C)C(=O)NC(=O)N(c2cc(C)ccc2C)C1=O (stereo unspecified),-3,0.5,-2,5,-6,3,-17,-34,/
O=C1CN=C(c2ccc(F)cc2)c2oc3ccccc3c2N1,3,0.6,-3,6,0,-1,-23,-3,-1.2
CCOC(=O)N(c1ccccc1)P1(=S)OCCO1,1,0.6,-2,19,5,-3,-13,-7,1.8
CCN1C(=O)C(=C/C=C/c2ccco2)C(=O)N(CC)C1=S,-4,0.6,0,3,6,-2,-19,-35,-0.35
O=C(N/N=C/c1c(O)n(CCc2ccc(F)cc2)c(=O)[nH]c1=O)c1ccccc1,-10,0.7,-5,-2,0,0,-9,-27,-0.4
CCOC(=O)c1ccc(N=C(c2ccccc2)c2c(O)n(C)c(=O)n(C)c2=O)cc1,-8,-0.9,-13,-1,-1,-1,-4,43*,0.029
S=C1Nc2ccccc2Sc2ccccc21,3,2.0,1,12,5,7,-21,2,48*
O=C(Cc1ccc(Br)cc1)N1CCN(Cc2ccccc2)CC1,1,-0.5,-1,8,-6,4,-10[20 µM],-1,/
C=CCn1c(O)c(C=Nc2ccc(OC)cc2C)c(=O)[nH]c1=O,-1,-1.1,1,5,-1,-1,-13,-20,/
CSCCC(N=Cc1c(O)n(-c2ccc(Br)cc2)c(=O)[nH]c1=O)C(=O)OC(C)(C)C (stereo unspecified),5,-1.2,0,8,4,-1,-10[20 µM],4,-0.56
O=C(COc1ccccc1)N1CCN(Cc2c[nH]c3ccccc23)CC1,-4,-0.6,-5,-1,0,5,-18,0,0.52
OC12Oc3ccccc3C=C1N1CCC2CC1 (stereo unspecified),-3,0.3,2,6,-2,-1,-7,-19,/
CN(C)CC#CCC(O)(c1ccccc1)C1CCCC1 (stereo unspecified),-12,-0.1,-2,10,-7,-1,7[20 µM],-30,-0.47
O=C(COC(=O)Cc1ccccc1)Nc1cccnc1Cl,-25,0.6,-8,8,1,1,-37,-3,-0.78
COc1ccccc1OP(=O)(Nc1cccnc1)Oc1ccccc1OC,-1,-0.3,1,-16,-6,-2,-6,-2,-0.97
CC(=NCCCN1CCOCC1)c1c(O)n(-c2ccccc2C)c(=O)[nH]c1=O,-3,0.7,-2,3,7,-2,-19[20 µM],5,-0.038
CC(C)(C)c1nc(NCc2ccc3c(c2)OCO3)c2nnn(Cc3ccccc3Cl)c2n1,2,1.3,12,19,0,2,-22[20 µM],-5,0.58
COc1ccc(-c2nn(CCC#N)cc2C(=O)NCc2ccccc2)cc1,-2,0.7,-1,3,2,-1,-23,-1,1.8
O=C(CN1CCCCC1)c1ccccc1Cl,-7,1.2,4,1,4,-1,-7,-17,0.34
C=CCNC(=O)c1c(N)n(Cc2ccco2)c2nc3ccccc3nc12,-14,0.3,-10,-31,-5,3,-18[20 µM],-3,0.49
COc1cc(OC)cc(C(=O)Nc2ccc(Br)cc2C(=O)c2ccccc2)c1,-16,0.4,8,8,5,-2,-17,1,-0.98
Cc1c(N=Nc2c(O)n(-c3ccc(Br)cc3)c(=O)[nH]c2=O)c(=O)n(-c2ccccc2)n1C,-9,1.1,-4,-2,1,2,4,-13,-2.6
CN(C)C(=O)Oc1ccc(OC(=O)N(C)C)cc1,-12,0.3,3,14,-8,1,-17,-11,/
Cc1cccc(CNCCc2ccccc2)n1,-10,0.2,-6,-2,-4,1,-11,-22,0.36
CCN1CCN(c2cc(N3CCCC3)c([N+](=O)[O-])cc2F)CC1,-1,-0.4,7,12,-2,1,-14,-8,-0.39
CC[N+](C)(CC)CCCCOc1ccc2c(c1)C(=O)c1cc(OCCCC[N+](C)(CC)CC)ccc1-2,-1,-0.7,-1,4,0,-1,-14,-1,0
CCC(=O)c1cc(F)c(N2CCN(CC)CC2)cc1C,-17,0.1,4,-3,3,1,-17[20 µM],7,1
N#CC(C#N)=NNc1ccc(-n2ccc(C(F)(F)F)n2)cc1,-5,0.3,2,6,11,0,-3,2,-0.022
O=c1c2ccccc2nc(CN2CCCCCC2)n1-c1ccc(F)cc1,-5,-1.1,-5,3,-3,-2,-17[20 µM],-4,/
CC(NCc1ccc(Cl)cc1Cl)C(O)c1ccccc1 (stereo unspecified),3,0.1,6,15,0,0,-24[20 µM],-8,/

# 12 structures from above, ordered by molecular weight, high to low.
SMILES,thrombin 1536,PERK inh,FXIa inh,FXIIa inh,p97 ATPase inh,Wee1 stabilizer,Furin inh,hK5 inh,KCC2 mod
CCOC(=O)C1=C(N)Oc2ccccc2C12C(=O)N(CC(=O)OC)C(CC(=O)OC)=C2C(=O)OC (stereo unspecified),-5,-0.1,-6,5,-1,-2,-12[20 µM],-26,0.021
O=c1[nH]c(=O)n(Cc2ccc(F)cc2)c(O)c1C=NCCCn1ccnc1,-6,0.3,-5,12,3,0,-27[20 µM],21,-0.61
O=c1[nH]c(=S)n(Cc2ccco2)c(O)c1C=NCc1cccs1,-4,0.1,-12,8,4,-2,-27[20 µM],-42,-3.2*
CCN1CCN(c2cc(N3CCCC3)c([N+](=O)[O-])cc2F)CC1,-1,-0.4,7,12,-2,1,-14,-8,-0.39
C=CCn1c(O)c(C=Nc2ccc(OC)cc2C)c(=O)[nH]c1=O,-1,-1.1,1,5,-1,-1,-13,-20,/
CCOc1ccccc1NC(=O)N1CCC2(CC1)OCCO2,-10,0.4,-1,2,7,1,-19,0,-0.094
O=C(COC(=O)Cc1ccccc1)Nc1cccnc1Cl,-25,0.6,-8,8,1,1,-37,-3,-0.78
N#CC(C#N)=NNc1ccc(-n2ccc(C(F)(F)F)n2)cc1,-5,0.3,2,6,11,0,-3,2,-0.022
CCOC(=O)N(c1ccccc1)P1(=S)OCCO1,1,0.6,-2,19,5,-3,-13,-7,1.8
CCC(=O)c1cc(F)c(N2CCN(CC)CC2)cc1C,-17,0.1,4,-3,3,1,-17[20 µM],7,1
CC(C)Oc1ccc(C2(C#N)CC[N+](C)(C)CC2)cc1,1,1.2,5,10,5,1,-15,-19,1.7
Cc1cccc(CNCCc2ccccc2)n1,-10,0.2,-6,-2,-4,1,-11,-22,0.36

# (listing goes on)
SMILES,thrombin 1536,PERK inh,FXIa inh,FXIIa inh,p97 ATPase inh,Wee1 stabilizer,Furin inh,hK5 inh,KCC2 mod
CN(C)C(=O)Oc1cccc(NC(=O)c2ccccc2C(F)(F)F)c1,-5,-0.8,-3,6,2,-1,-12,-4,1.6
O=C(CCn1nc(-c2ccc(Cl)cc2)ccc1=O)N1CCC2(CC1)OCCO2,5,1.4,-1,9,0,0,-20,8,-0.21
CCCCC(CC)COCCCN=Cc1c(O)[nH]c(=S)[nH]c1=O (stereo unspecified),0,-2.0,-1,10,-7,1,-8,-3,-0.15
O=c1[nH]c(=O)n(Cc2ccc(F)cc2)c(O)c1C=NCCCO,0,1.0,-4,3,3,-1,-10[20 µM],-9,/
O=C(Nc1ccc(C(F)(F)F)cc1)OC1CN2CCC1CC2 (stereo unspecified),-2,-0.5,1,8,5,1,-20,-2,/
CN(C)c1ccc(CN2CC=C(c3ccc(F)cc3)CC2)cc1,-3,-0.9,-3,-3,1,3,-5,9,0.14
O=C(c1ccc(Cl)cc1)C12CN3CN(CN(C3)C1)C2,-5,0.8,3,20,5,-3,-27,-8,1.2
COC(=O)[C@@H]1[C@@H](C(=O)OC)C2(c3ccccc3-c3ccccc32)N(c2ccc(Cl)cc2)N1C#N,1,0.0,18,28,1,0,-12[20 µM],0,1.9
N=c1c2c(n(Cc3ccc(Cl)cc3Cl)c3c1CCC3)CCCC2,-3,-0.2,-3,-9,3,-2,-33,-11,-0.3
C=CCN1C(=O)NC(=O)/C(=C/c2ccc(N(C)C)c(Br)c2)C1=O,0,0.5,2,8,2,2,-27,/,-0.0081
COc1ccc(OCC(=O)N2CCN(Cc3c[nH]c4ccccc34)CC2)cc1,-7,-1.1,-4,6,1,-1,-6,-1,/
Cc1cccc(C2=NCC(=O)N(CC(=O)NCc3ccco3)c3sc4c(c32)CCCC4)c1,4,-0.4,2,8,-3,-1,-19[20 µM],-2,-0.005
CC(=O)N1CCN(CC(=O)Nc2ccc(C#N)c(Cl)c2)CC1,0,-0.7,1,9,-2,0,-11,3,0.55
C=CCn1c(O)c(C(CC)=NCCCO)c(=O)[nH]c1=O,-4,1.5,-8,3,-1,2,-24,13,/
Clc1cccc(N2CCNCC2)n1,-4,1.2,-5,0,-1,0,-9,-13,-0.31
CN1CCN(C(=O)Cc2ccccc2)CC1,-9,0.6,-1,5,3,5,-23,-2,0.36
CC(=O)Nc1ccccc1C(=O)OCC(=O)c1cccc2ccccc12,1,-1.1,-35,16,0,1,-12,4,-0.76
Cc1ccc(C2C(S(C)(=O)=O)=C(O)C(=O)N2c2ccccc2)cc1 (stereo unspecified) (tested in a mixture with another compound),0,1.8,2,17,5,0,-30,44*,/

# Assay outcomes (PubChem BioAssay)

# The list is partial. The share of hits here may be higher or lower than overall.
